# Screening results: PubChem BioAssay, National Center for Advancing Translational Sciences (NCATS)
# TRHR PAM – allosteric enhancers of human TRH receptor; enhancement, % at 2 µM; AID 493056; TRHR cells, fluo-8 calcium fluorescence, EC20 TRH enhancement; 0.66% of 360,000 active; P34981; in the data active = enhancement above about 30%; note: 0% is about no effect
# Target sequence (P34981 whole entry, looked up): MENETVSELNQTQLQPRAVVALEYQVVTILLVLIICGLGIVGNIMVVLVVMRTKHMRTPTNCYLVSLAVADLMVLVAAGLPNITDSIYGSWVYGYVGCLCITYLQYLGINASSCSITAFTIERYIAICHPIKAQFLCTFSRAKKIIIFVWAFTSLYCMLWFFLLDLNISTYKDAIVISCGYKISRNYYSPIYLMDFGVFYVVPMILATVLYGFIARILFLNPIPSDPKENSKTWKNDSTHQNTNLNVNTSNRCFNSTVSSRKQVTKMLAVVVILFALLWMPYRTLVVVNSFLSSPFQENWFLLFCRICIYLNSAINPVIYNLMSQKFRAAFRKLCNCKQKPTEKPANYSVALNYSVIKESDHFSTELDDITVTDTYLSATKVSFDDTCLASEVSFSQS
#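 Enhancer read-out: after compound pinning and an initial kinetic agonist-mode read, an EC20 of TRH (10 nM final) was injected and fluo-8 calcium signal (Ex 480/Em 530) followed at 1 s/cycle for 100 cycles in TRHR-expressing cells.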
# D1 potentiator – human D1 dopamine receptor positive modulation; AID 504651; potentiation, % at 10 µM; HEK293 TREx D1 cells, calcium flux, dopamine EC20 potentiation; 0.036% of 360,000 active; P21728; in the data active = potentiation above about 30%; note: 0% is about no effect
# RXFP1 antagonist – blocks the human relaxin receptor RXFP1; Q9HBX9; HEK293-RXFP1, relaxin-stimulated cAMP HTRF, 30 min; active compounds read low; activity change, negative = inhibition, % at 57.5 µM; 0.59% of 350,000 active; AID 1259400;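 active = activity change of -60% or lower, but not beyond a set lower limit; inconclusive = change between -60% and -40%, or beyond the set limit; inactive = change above -40%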; note: % is set by controls: 0 for no effect and ±100 for the full control effect
# D2 agonist – D2 dopamine receptor (human) agonism; 0.53% of 340,000 active; HEK293 T-REx D2 cells, calcium flux agonist mode; activation, % at 2 µM; AID 485358;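 active = activation over 3 SD above normal in the single-dose calcium agonist read, cut at about 30% in these data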; note: 0% is about no effect
# Target sequence (P14416 whole entry, looked up): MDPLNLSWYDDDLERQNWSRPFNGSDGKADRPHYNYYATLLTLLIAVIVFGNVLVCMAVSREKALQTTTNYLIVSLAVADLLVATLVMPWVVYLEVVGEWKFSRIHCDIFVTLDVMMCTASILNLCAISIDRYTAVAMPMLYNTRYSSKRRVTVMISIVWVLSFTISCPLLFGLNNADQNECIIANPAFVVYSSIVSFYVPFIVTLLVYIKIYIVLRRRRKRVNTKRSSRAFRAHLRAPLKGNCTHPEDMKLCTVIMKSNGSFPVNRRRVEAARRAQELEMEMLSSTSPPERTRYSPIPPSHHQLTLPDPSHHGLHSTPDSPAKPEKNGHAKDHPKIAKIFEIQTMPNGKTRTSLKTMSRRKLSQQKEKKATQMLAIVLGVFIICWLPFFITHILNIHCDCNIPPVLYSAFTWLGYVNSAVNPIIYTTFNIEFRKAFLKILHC
#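 Agonism is scored from calcium flux in a force-coupled, inducible HEK293 cell line expressing D2, read kinetically for 180 s after compound addition against dopamine controls.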
# RXFP1 agonist – activates the human relaxin receptor RXFP1. AID 2676. Q9HBX9. HEK293T-RXFP1 cAMP TR-FRET, 30 min; response scale: percent of porcine relaxin response, buffer zero. Potency, µM (doses to about 57.5 µM), for the others: at the top dose activation, actives largely listed as activators. 0.3% of 370,000 active; active = well fitted activation curve with a large enough effect; inconclusive = small, poorly fitted or top-dose-only effect; note: potency is the fitted concentration of half-maximal effect; % is set by controls: 0 for no effect and ±100 for the full control effect; nearly all actives have a fitted effect of over 60% in size; many of its hits are not listed in these tables
#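 Agonist response is measured as cAMP accumulation in an RXFP1-transfected HEK293T line under PDE4 inhibition. Values are scaled between buffer-only and 29 nM porcine relaxin, and EC50s come from standard Hill equation fits.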
# D2 PAM – positive allosteric modulators of human D2 dopamine receptor | P14416 | HEK293 T-REx D2, calcium flux, EC20 dopamine potentiation | potentiation, % at 10 µM | 0.34% of 340,000 active;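 active = potentiation over 3 SD above the plate norm, cut at about 30% in these data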; note: 0% is about no effect
#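 Calcium flux readout, no-wash dye, 1 read/s. Inducible HEK293 Trex D2 line, overnight 30 C. Compound alone 180 s (agonist flags), then EC20 dopamine, another 180 s to score potentiation.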
# D2 antagonist – D2 dopamine receptor (human) antagonism; inhibition, % at 10 µM; HEK293 TREx D2 cells, calcium flux, dopamine EC80; 2% of 340,000 active; in the data active = inhibition above about 30%; note: 0% is about no effect
#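 HEK293 T-REx D2 cells, tet-induced, calcium dye no-wash. Cpd pintool add, 180 s kinetic, then EC80 DA, 180 s kinetic. Ca flux read.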
# D1 antag – blocks dopamine activation of the human D1 receptor; activity change, negative = inhibition, % at 10 µM; AID 504652; HEK293 TREx D1 cells, calcium flux, dopamine EC80; active compounds read low; 3.2% of 360,000 active; in the data active = activity change below about -30%; note: % is set by controls: 0 for no effect and ±100 for the full control effect
#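 Calcium flux readout: force-coupled, inducible Hek293 Trex D1 line, cells induced overnight at 30 C with tetracycline, dye-loaded 30–90 min at RT. Antagonism scored against EC80 dopamine challenge given 180 s after compound.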
# D1 agonist – activates the human D1 dopamine receptor | P21728 | HEK293 T-REx D1 cells, calcium flux, agonist mode | activation, % at 2 µM | 1% of 360,000 active; in the data active = activation above about 30%; note: 0% is about no effect
#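 Inducible HEK293 T-REx D1 cells, force-coupled to calcium signalling, were plated at 4000 cells/well with tetracycline and held overnight at 30 C. After no-wash calcium dye loading, compound-evoked calcium rise over 180 s flagged agonists.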
# * marks the source's active call; other numbers are inactive results; u = inconclusive; x = no result given; & = joins results of further samples. Not all compounds are listed; rates above refer to the full screens.
SMILES,TRHR PAM,D1 potentiator,RXFP1 antagonist,D2 agonist,RXFP1 agonist,D2 PAM,D2 antagonist,D1 antag,D1 agonist
Cc1cc(OCC#N)nc(N)n1,15,-3,-2,-0.4,0.6%,-2,-4,1,1
COC(=O)c1c(Oc2nc(OC)cc(OC)n2)cccc1Oc1nc(OC)cc(OC)n1,-4,-6,7,0.0,-0.1%,-5,-6,-26,4
O=C(COC(=O)c1ccco1)NCc1ccc(Cl)cc1,-3,-2,9,-0.6,0.2%,17,-9,-44*,3
CNC(=O)CS(=O)CC(=O)Nc1cc(OCCOC)c(Cl)cc1Cl (stereo not drawn),3,-7,5,-1.4,-2.5%,5,2,4,2
C[N+]12CCCCC1C(COC(=O)c1ccc3c(c1)OCO3)CCC2 (stereo not drawn),-3,6,11,1.1,-1.0%,-10,18,2,1
COc1ccc(CCNC(=O)CCS(=O)(=O)c2ccc3c(c2)NC(=O)CO3)cc1OC,3,5,18,0.3,1.7%,-6,-19,4,0
O=C(CCS(=O)(=O)c1ccccc1)Nc1nc2cc3c(cc2s1)OCCO3,-1,0,-20,-0.1,2.7%,-3,2,-8,2
Cc1ccn2c(NC3CCCC3)c(-c3ccccn3)nc2c1,-4,-2,u,x,2.2%,x,x,-2,12
Cc1cccc(NC(=O)CSc2ncnc3c2oc2ccccc23)c1,5,-3,x,0.4,u,1,13,-7,0
O=C(NCC1CCCO1)c1ccccc1 (stereo not drawn),9,-1,-5,0.5,1.3%,22,-6,-2,2
Cc1ccc(S(=O)(=O)N2CCOCC2)cc1C(=O)Nc1c(C)n(C)n(-c2ccccc2)c1=O,-7,4,15,-0.8,0.0%,3,2,-1,2
CC1CCN(C(=O)CSCc2ccc(Cl)cc2)CC1,0,-7,-5,-1.5,-0.8%,16,-8,-1,-1
CCOc1ccc(NC(=O)CCc2c(C)nc3cc(-c4ccc(Cl)cc4)nn3c2C)cc1,3,-2,-4,0.6,-0.1%,13,x,5,1
CCOc1ccc(NC(=O)CSc2nc(=O)n(CCCN3CCOCC3)c3c2CCC3)cc1,10,-3,0,-1.1,0.5%,7,3,-4,1
CC1CC(C)CN(S(=O)(=O)c2ccc(C(=O)NCc3ccco3)cc2)C1 (stereo not drawn),-7,-6,-4,-0.7,0.9%,6,-12,-14,1

# Printed as active in D1 antag (from the list above):
Structure | TRHR PAM | D1 potentiator | RXFP1 antagonist | RXFP1 agonist | D2 PAM | D2 antagonist | D1 antag | D1 agonist
O=C(COC(=O)c1ccco1)NCc1ccc(Cl)cc1 | -3 | -2 | 9 | 0.2% | 17 | -9 | -44* | 3

# Following part
SMILES,TRHR PAM,D1 potentiator,RXFP1 antagonist,D2 agonist,RXFP1 agonist,D2 PAM,D2 antagonist,D1 antag,D1 agonist
CCS(=O)(=O)N1CCC(C(=O)Oc2ccc(C(=O)OC)cc2)CC1,4,2,-2,0.6,-0.1%,22,-6,26,-3
CCn1c(=O)n(CC(=O)N2CCN(c3ccccc3F)CC2)c(=O)c2ccccc21,-1,0,-13,-0.7,-1.1%,7,7,-18,-1
CCOc1ccc(NC(=O)c2cn(-c3ccc(OCC)cc3)c(=O)c3cc(OC)c(OC)cc23)cc1,-1,-18,3,1.2,1.4%,8,8,-3,4
CCOc1ccc(CNC(=O)c2ccc(Sc3ccc(Cl)cc3)c(NC(C)=O)c2)cc1,23&-2,-2&-7,-30&-14,0.2&0.2,1.3%&-0.1%,-3,7,20&11,-2&2
O=C(NNS(=O)(=O)c1ccccc1C(F)(F)F)c1cccc(S(=O)(=O)Nc2ccccc2Cl)c1,-4,1,x,0.2,0.5%,-1,6,-3,1
CCCC(=O)c1cn(CC(=O)OC)c2ccccc12,-5,0,-27,0.1,1.9%,5,1,-10,1
CC1CCCCN1CCNC(=O)C1CCN(S(=O)(=O)c2cccc3nsnc23)CC1 (stereo not drawn),-4,-1,u,1.3,2.4%,-9,-5,14,3
COc1ccc(Cl)cc1Nc1nc(NCCO)nc(N2CCCC2)n1,19,-1,11,1.2,2.5%,9,-11,6,1
S=C(Nc1ccc(Cc2ccncc2)cc1)Nc1cccc(Cl)c1,6,-5,-11,0.2,0.2%,-22,5,-32*,5
CC1Cc2ccccc2N1C(=O)c1cnc2sccn2c1=O (stereo not drawn),2,3,-3,-0.1,0.1%,1,8,16,2
Cc1cc(C)nc(N(C#N)Cc2ccc([N+](=O)[O-])cc2)n1,7,0,-4,-3.0,-3.1%,3,-49,5,1
COCCN=C1NN=C(c2ccc(C)c([N+](=O)[O-])c2)CS1,-4,-6,-4,1.3,2.1%,1,-18,-3,0
COc1ccccc1N1CC(C(=O)NCCN2C(=O)S/C(=C\c3cccnc3)C2=O)CC1=O (stereo not drawn),1,-8,-10,0.1,0.2%,-8,5,1,-1
CC(OC(=O)c1cc(=O)c2ccccc2o1)C(=O)Nc1ccc(N(C)C)cc1 (stereo not drawn),0,1,-1,-0.3,-3.6%,3,7,11,0
CCc1ccc(C(=O)NNc2cc(Cl)cc(Cl)c2)cc1,-7,-3,-18,-0.6,-2.6%,7,9,-28,4

# Taken from above, eleven compounds:
SMILES,TRHR PAM,D1 potentiator,RXFP1 antagonist,D2 agonist,RXFP1 agonist,D2 PAM,D2 antagonist,D1 antag,D1 agonist
CCS(=O)(=O)N1CCC(C(=O)Oc2ccc(C(=O)OC)cc2)CC1,4,2,-2,0.6,-0.1%,22,-6,26,-3
CCn1c(=O)n(CC(=O)N2CCN(c3ccccc3F)CC2)c(=O)c2ccccc21,-1,0,-13,-0.7,-1.1%,7,7,-18,-1
CCOc1ccc(NC(=O)c2cn(-c3ccc(OCC)cc3)c(=O)c3cc(OC)c(OC)cc23)cc1,-1,-18,3,1.2,1.4%,8,8,-3,4
CCOc1ccc(CNC(=O)c2ccc(Sc3ccc(Cl)cc3)c(NC(C)=O)c2)cc1,23&-2,-2&-7,-30&-14,0.2&0.2,1.3%&-0.1%,-3,7,20&11,-2&2
O=C(NNS(=O)(=O)c1ccccc1C(F)(F)F)c1cccc(S(=O)(=O)Nc2ccccc2Cl)c1,-4,1,x,0.2,0.5%,-1,6,-3,1
CCCC(=O)c1cn(CC(=O)OC)c2ccccc12,-5,0,-27,0.1,1.9%,5,1,-10,1
CC1CCCCN1CCNC(=O)C1CCN(S(=O)(=O)c2cccc3nsnc23)CC1 (stereo not drawn),-4,-1,u,1.3,2.4%,-9,-5,14,3
COc1ccc(Cl)cc1Nc1nc(NCCO)nc(N2CCCC2)n1,19,-1,11,1.2,2.5%,9,-11,6,1
S=C(Nc1ccc(Cc2ccncc2)cc1)Nc1cccc(Cl)c1,6,-5,-11,0.2,0.2%,-22,5,-32*,5
CC1Cc2ccccc2N1C(=O)c1cnc2sccn2c1=O (stereo not drawn),2,3,-3,-0.1,0.1%,1,8,16,2
Cc1cc(C)nc(N(C#N)Cc2ccc([N+](=O)[O-])cc2)n1,7,0,-4,-3.0,-3.1%,3,-49,5,1

# Going on with the list:
SMILES,TRHR PAM,D1 potentiator,RXFP1 antagonist,D2 agonist,RXFP1 agonist,D2 PAM,D2 antagonist,D1 antag,D1 agonist
CCCNC(=O)C1CCN(S(=O)(=O)c2ccc3c(c2)CCCN3C(C)=O)CC1,-2,-6,-15,-1.6,2.4%,-7,x,1,1
CCOC(=O)C1C(=O)OC(C)(C)C1C(C)C(=O)c1ccccc1 (stereo not drawn),3,-1,-3,-0.2,0.1%,-6,0,3,0
Nc1[nH]c2cc([N+](=O)[O-])ccc2c1-c1ccccn1,-8,-12,-27,19,1.1%,1,0,-12,65*
COc1ccc(N2C(=O)N(Cc3cccc(F)c3)c3ccccc3S2(=O)=O)cc1,0,-3,x,0.7,1.3%,10,-18,0,6
CC(Sc1nnc(CC(C)c2ccccc2)n1N)C(N)=O (stereo not drawn),1,0,4,0.4,4.2%,-5,10,12,2
Cc1ccc(C)c(COc2coc(CN3CCN(C(=O)c4ccco4)CC3)cc2=O)c1,19,1,-20,-0.8,0.0%,24,0,4,5
CCOC(=O)c1[nH]c(C)c(/C(O)=C2\C(=O)C(=O)N(CCN(C)C)C2c2cccc(OC)c2OC)c1C (stereo not drawn),-3,2,24,x,6.6%,21,x,-5,1
O=C(c1cccn2c(=O)c3ccccc3nc12)N1CCN(Cc2ccc3c(c2)OCO3)CC1,2,3,5,4.5,7.1%,-7,1,6,2
CN(c1cccc(NS(=O)(=O)c2cccc([N+](=O)[O-])c2)c1)S(C)(=O)=O,-7,0,16,1.3,1.4%,-10,1,-8,2
CCCc1cc(=O)n2c([nH]c3ccccc32)c1C#N,-4,-7,-6,-0.4,2.8%,-7,2,-16,13
Cn1c(=O)c2c(O)cc(=O)[nH]c2n(-c2ccccc2)c1=O,-5,-1,-2,2.8,-1.2%,9,-5,-6,0
Cc1c(C(=O)N/N=C/c2ccc(N3CCOCC3)cc2)nc2ccccn12,4,-1,-25,-0.4,2.9%,5,12,-4,2
CCOc1ccc(CNC(=O)Cn2nc(C)c3nn(-c4ccc(Cl)cc4)c(C)c3c2=O)cc1,0,2,1,1.5,9.7%,-2,x,6,0
O=C(Nc1ccc(F)cc1F)N1CCN(C(=O)c2ccco2)CC1,2,-2,-8,14,0.5%,7,3,-1,3
CCCC(c1nnnn1Cc1ccccc1)N1CCC(C(N)=O)CC1 (stereo not drawn),6,-5,-7,-1.8,0.2%,9,-7,10,3
CSC1=N/C(=C\c2ccc(C)s2)C(=O)S1,-4,15,x,0.1,-1.0%,-6,1,8,6
C/C(=N\NC(=O)c1cc(C)nc2ccc(C)cc12)c1ccncc1,3,-1,3,0.4,3.3%,0,-3,10,4
CCOc1cc(/C=N/N=C2/NC(=O)C(CC(=O)O)S2)ccc1OCc1ccccc1Cl (stereo not drawn),4,-1,4,-0.8,-0.5%,-2,2,-9,3
O=S(=O)(c1ccc(Br)cc1)n1c(Cc2ccccc2)nc2ccccc21,-13,-10,-3,-0.8,-0.7%,13,2,-16,0
N#Cc1nc(COc2ccccc2)oc1N1CCN(Cc2ccccc2)CC1,0,-3,-7,0.5,0.0%,-12,-12,-5,3
CCOC(=O)N1CCN(C(=O)CSc2nc(C)nc3c2c(=O)n(C)c(=O)n3C)CC1,-3,0,-4,0.1,26%,-1,1,-15,0
CC(C)CC(C(=O)Nc1ccccc1)N1C(=O)C2C3C=CC(C3)C2C1=O (stereo not drawn),-10,-5,9,0.4,-0.6%,2,-28,-13,1
CC1CCCC(NC(=O)C2CCN(S(=O)(=O)N3CCCCC3)CC2)C1C (stereo not drawn),-1,14,2,0.4,-0.9%,-7,4,7,-1
O=C(O)c1cn(-c2ccccc2)nc1-c1cccnc1,4,13,-4,0.9,-0.1%,2,5,-3,0
